Compound activity deposited in PubChem BioAssay by several laboratories.
RGS4 pot: potentiators or activators of RGS4. AID 463111. B-score at 10 µM. HEK293 M3R/inducible RGS4, carbachol calcium flux Fluo4; hits give low values. 310,000 tested, 0.92% active;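 active = B-score of the integrated calcium signal more than 4 SD below the library mean, with starting fluorescence not abnormally high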;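 also: negative B-score means reduced calcium response which marks RGS4 activation or potentiation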
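test system = HEK293 cells with stable M3R and inducible RGS4 | schedule = recording 10 s baseline at 1 Hz, 100 s post-agonist | technique = Fluo4-AM (2 µM) calcium-flux fluorescence, kinetic read | measure = Agonist-evoked peak-minus-minimum fluorescence over baseline, integrated ratio, B score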
KCNQ1 act: human KCNQ1 channel potentiation or activation; CHO-K1 KCNQ1, thallium flux FluxOR fluorescence; hits give high values; B-score at 10 µM; 310,000 tested, 0.35% active; P51787;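 active = fluorescence ratio B-score, a plate-corrected score, at least three library SD, with initial intensity B-score within 5 SD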
Target sequence (P51787 whole entry, looked up): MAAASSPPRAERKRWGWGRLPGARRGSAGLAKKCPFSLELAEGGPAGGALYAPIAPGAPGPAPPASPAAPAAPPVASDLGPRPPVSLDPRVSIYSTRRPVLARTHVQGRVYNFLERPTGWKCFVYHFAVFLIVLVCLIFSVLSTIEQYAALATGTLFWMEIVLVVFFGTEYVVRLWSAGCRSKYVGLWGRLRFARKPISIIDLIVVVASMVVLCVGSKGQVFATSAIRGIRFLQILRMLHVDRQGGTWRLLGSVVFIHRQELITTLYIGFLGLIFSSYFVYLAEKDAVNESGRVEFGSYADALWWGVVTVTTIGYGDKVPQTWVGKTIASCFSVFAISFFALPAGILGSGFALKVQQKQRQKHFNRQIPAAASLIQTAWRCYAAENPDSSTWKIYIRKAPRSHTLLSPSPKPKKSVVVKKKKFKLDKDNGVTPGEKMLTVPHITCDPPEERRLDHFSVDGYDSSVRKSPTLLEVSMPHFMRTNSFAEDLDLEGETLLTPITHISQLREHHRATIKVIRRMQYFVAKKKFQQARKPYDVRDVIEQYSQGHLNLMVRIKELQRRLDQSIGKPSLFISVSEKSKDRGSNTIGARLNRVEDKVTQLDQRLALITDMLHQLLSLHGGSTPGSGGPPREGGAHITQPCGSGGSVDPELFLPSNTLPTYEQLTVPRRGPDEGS
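Doses: Single concentration per compound, DMSO matched to controls | Test system: KCNQ1-transfected CHO-K1 cells | Timing: 90 min dye loading and 20 min compound exposure, both at room temperature | Measured by: Kinetic FluxOR thallium fluorescence, 10-s 1-Hz baseline, 110-s post-stimulus read | Medium: Assay buffer with matched DMSO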
TMEM16A act: activators or potentiators of mouse TMEM16A chloride channel. B-score at 10 µM. AID 623877. HEK293 TMEM16A/YFP-H148Q/I152L, iodide quench fluorescence; hits give low values. 340,000 tested, 0.3% active. Q8BHY3;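 active = fluorescence-ratio B-score plate-corrected deviation score at least 3 library SD below zero, with starting fluorescence score within 5 deviations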;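 also: channel opened by trigger with iodide after compound preincubation; score built on the fluorescence ratio of max minus min over baseline; more negative score means more quench and so TMEM16A activation or potentiation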
SKKanGAS inh: SKKanGAS growth inhibition; S. pyogenes SKKanGAS, kanamycin growth, BacTiter-Glo, 6 h; inhibition, % at 7.5 µM; 300,000 tested, 1.3% active;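 active = mean replicate score, as percent of positive control median, at least 50; inconclusive = mean below 50 but one replicate at or above 50; inactive = mean and every replicate below 50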;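 also: strain carries kanamycin resistance gene driven by streptokinase promoter and grows in 40 µg/ml kanamycin; loss of luminescence reflects streptokinase promoter inhibition or plain growth inhibition; 0% = median of DMSO wells and 100% = positive control at its reference dose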
HDAC3 inh: human HDAC3 inhibition; recombinant HDAC3, fluorogenic peptide/trypsin coupled, fluorescence; 320,000 tested, 0.15% active; inhibition, % at 8.3 µM; O15379; in the data active = inhibition above about 26%, passing the limit was not always enough; inconclusive = no clear call, values can overlap the other calls
ANO1 block: mouse TMEM16A channel inhibition, primary screen; normalized B-score (activity score, 25-100; higher = stronger inhibition) at 10 µM; 310,000 tested, 1.2% active; HEK293 TMEM16A/YFP iodide influx fluorescence, ionomycin;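 active = ratio plate-corrected score three or more library SD toward inhibition, starting fluorescence score within five deviations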;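 also: score derived from kinetic fluorescence span divided by baseline fluorescence per well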
KCNQ1 block: inhibitors of human KCNQ1 potassium channel | P51787 | B-score at 10 µM | 310,000 tested, 1.3% active | CHO-K1 KCNQ1, FluxOR thallium flux fluorescence; hits give high values | AID 2642;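 active = compounds whose thallium flux B-score, printed positive for inhibition, exceeds three library SD while starting fluorescence stays within three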;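 also: channel opened by potassium depolarization with thallium stimulus after 20 min compound exposure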
KCNK3 block: human KCNK3 channel inhibition, primary screen. O14649. B-score at 10 µM. CHO-KCNK3 thallium flux, FluxOR fluorescence; hits give low values. 340,000 tested, 0.84% active;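 active = B-score under library mean minus 4 SD, starting fluorescence ratio at most library mean plus 5 SD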;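 also: more negative B-score means stronger inhibition of thallium flux through KCNK3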
KCNK9 inh: blocks the human KCNK9 two-pore domain potassium channel. Q9NPC2. HEK293 KCNK9, FluxOR thallium flux fluorescence; hits give low values. B-score at 10 µM. 310,000 tested, 1.2% active. AID 488922;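 active = ratio B-score over 3 SD below the library mean, with starting fluorescence within 5 SD of its mean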;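 also: negative B-score means less thallium flux so channel inhibition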
hERG rescue: shields human hERG channel from block by proarrhythmic agents | CHO-hERG, FluxOR thallium flux, dofetilide IC70 present | 310,000 tested, 0.51% active | activation (rescue from dofetilide block), less the hit threshold, % at 10 µM | Q12809;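 active = activation above the mean of controls blocked by dofetilide plus 5 SD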;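 also: thallium influx through hERG after potassium depolarization seen as dye fluorescence rise; in these data hits start at about 4.7%; inactives centre near -7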
RGS4 block: human RGS4 inhibition; B-score at 10 µM; HEK293 M3R/RGS4 inducible, Fluo-4 calcium flux; hits give high values; triggered by carbachol at its EC20; P49798; 310,000 tested, 0.45% active;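 active = B-score, a plate-corrected calcium signal, over three deviations above library mean, with baseline fluorescence within five deviations of library mean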;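 also: RGS4 expression induced by doxycycline in cells with stable M3 receptor; B-score is computed from the integrated fluorescence ratio over baseline after carbachol; higher B-score means a larger calcium signal and so more RGS4 inhibition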
Target sequence (P49798 whole entry, looked up): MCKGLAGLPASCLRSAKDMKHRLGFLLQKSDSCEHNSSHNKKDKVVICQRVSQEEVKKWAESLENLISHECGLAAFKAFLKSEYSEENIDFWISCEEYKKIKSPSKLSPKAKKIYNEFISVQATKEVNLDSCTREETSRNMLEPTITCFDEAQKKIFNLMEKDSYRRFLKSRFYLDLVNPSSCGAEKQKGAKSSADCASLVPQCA
* marks the source's active call; other numbers are inactive results; i = inactive; ? = inconclusive; · = not tested or not shown.

SMILES | RGS4 pot | KCNQ1 act | TMEM16A act | SKKanGAS inh | HDAC3 inh | ANO1 block | KCNQ1 block | KCNK3 block | KCNK9 inh | hERG rescue | RGS4 block
O=C(CCc1c[nH]c2ccccc12)NC(Cc1c[nH]c2ccccc12)C(=O)O (stereo not given) | i | i | i | 0 | 2 | i | i | i | i | -1 | i
O=C(c1cc(Br)ccc1Cl)N1CCN(c2ccc(N3CCOCC3)nn2)CC1 | i | i | i | -6 | -8 | i | i | i | i | -7 | i
CC12CCC(C(=O)N3CCOCC3)([C@H](Br)C1=O)C2(C)C (stereo not given in full) | i | i | i | 44 | -6 | i | i | i | i | -7 | i
Cc1cc(C)nc(SCC(=O)c2c(N)n(C)c(=O)n(C)c2=O)n1 | i | i | i | -11 | 3 | i | i | i | i | -15 | i
Nc1nc2ccc(O)cc2s1 | i | i | i | -13 | 0 | i | i | i | i | -9 | i
CCOc1ccc(C2c3cc(OC)c(OC)cc3CC(=O)N2c2ccccc2)cc1 (stereo not given) | i | i | i | 0 | 9 | i | i | i | i | -10 | i
Cc1cccc(N2CCN(S(=O)(=O)c3ccc4c(c3)CC(=O)N4C)CC2)c1C | i | i | i | -2 | -6 | i | i | i | i | -8 | i
COc1ccc(/C(O)=C/C(=O)C(=O)Nc2c(C)n(C)n(-c3ccccc3)c2=O)cc1 | i | i | i | -4 | 9 | i | i | i | i | -9 | i
CC1=Nc2ccccc2/C1=C\c1nc(-c2ccc(C(F)(F)F)cc2)oc1O | i | i | i | 12 | 3 | i | i | i | i | -8 | i
CC(C)CN(C(=O)COC(=O)/C=C/c1cccs1)c1c(N)n(Cc2ccccc2)c(=O)[nH]c1=O | i | i | i | -4 | 3 | i | i | i | i | -12 | i
Fc1ccc(CNc2ncccn2)cc1 | i | i | i | -6 | -2 | i | i | i | i | -10 | i
c1ccc(CNc2ncnc3c2cnn3Cc2ccccc2)cc1 | i | i | i | -6 | -2 | i | i | i | i | -4 | i
COC(=O)c1ccc(-c2ccc(/C=N/NC(=O)Cc3nnc(N)s3)o2)cc1 | i | i | i | -3 | 2 | i | i | i | i | -8 | i
Cc1ccc(NC(=S)NNC(=O)c2ccc(N3CCOCC3)c([N+](=O)[O-])c2)cc1C | i | i | i | 12 | 4 | i | i | i | i | -6 | i
O=C(NCCc1ccc(F)cc1)c1ccc(NS(=O)(=O)c2ccc3[nH]c(=O)[nH]c3c2)cc1 | i | i | i | -4 | 13 | i | i | i | i | -2 | i
N#C/C(=C\c1cccnc1)c1ccc([N+](=O)[O-])cc1 | i | i | i | 2 | 4 | i | i | i | i | -9 | i
COc1cccc(CNC(=O)CCC2CCCN(C(=O)c3cccc4c(C)c(C)[nH]c34)C2)c1 (stereo not given) | i | i | i | 0 | 11 | i | i | i | i | -11 | i
O=C(CSc1cccc[n+]1[O-])Nc1ccc(C(F)(F)F)cc1[N+](=O)[O-] | i | i | i | 1 | -21 | i | i | i | i | -12 | i
CCCCCCCNC(=O)C1(CC2CC(c3cccc(Br)c3)=NO2)CCN(C(=O)C2CCCC2)CC1 (stereo not given) | i | i | i | 22 | -1 | i | i | i | i | -24 | i
Oc1ccc(/C=N/N2CCN(C3c4ccccc4-c4ccccc43)CC2)c(O)c1 | i | i | i | -1 | 7 | i | i | i | i | -4 | i
CN1CCSc2ccc(C(=O)Nc3cc(F)ccc3F)cc21 | i | i | i | -9 | -12 | i | i | i | i | -12 | i
O=C(NNC(=O)c1cccs1)c1ccc(Cl)c([N+](=O)[O-])c1 | i | i | i | -2 | 1 | i | i | i | i | -7 | i
COc1cccc2cc(C(=O)N3CCCCCCC3)c(=O)oc12 | i | i | i | 5 | -6 | i | i | i | i | -6 | i
CCSc1nc2c(c(=O)[nH]1)C(c1ccc(C)cc1)C1=C(CCCC1=O)N2 (stereo not given) | i | i | i | 7 | -15 | i | i | i | i | -4 | i
O=C(O)C1C2C=CC(C2)C1C(=O)Nc1cccc(C(=O)N2CCCCC2)c1 (stereo not given) | i | i | i | -3 | 0 | i | i | i | i | -5 | i

(cont.)
SMILES | RGS4 pot | KCNQ1 act | TMEM16A act | SKKanGAS inh | HDAC3 inh | ANO1 block | KCNQ1 block | KCNK3 block | KCNK9 inh | hERG rescue | RGS4 block
CCCCS(=O)(=O)Nc1ccc2cn[nH]c2c1 | i | i | i | -1 | -4 | i | i | i | i | -12 | i
CCOc1cc(S(=O)(=O)NCCCn2ccnc2)ccc1Cl | i | i | i | -4 | -1 | i | i | i | i | -9 | i
O=CN1CCN(C(=O)c2ccc([N+](=O)[O-])cc2)CC1 | i | i | i | 7 | 1 | i | i | i | i | -6 | i
Cc1ccc(C)c2nc3sc(C(=O)O)cc3cc12 | i | i | i | 3 | -1 | i | i | i | i | -8 | i
COc1ccccc1CNCc1ccc(OC)c(OC)c1OC | i | i | i | -1 | 7 | i | i | i | i | 4 | i
CC(=O)c1sc2nsc(SCCN3CCCCC3)c2c1N | i | i | i | 9 | 13 | i | i | i | i | -2 | i
CC(=O)N1c2ccc(S(=O)(=O)NCCC(=O)Nc3ccc(OC(F)(F)F)cc3)cc2CC1C (stereo not given) | i | i | i | -11 | 8 | i | i | i | i | -17 | i
COC(=O)c1ccccc1NC(=O)CCNC(=O)Cn1cnc2ccccc2c1=O | i | i | i | -2 | -5 | i | i | i | i | -5 | i
COc1cc(/C=C(\C#N)c2nc3ccccc3[nH]2)cc(OC)c1O | i | i | i | -18 | 5 | i | i | -16* | i | -16 | i
CCOc1cc(S(=O)(=O)Nc2cc(C)cc(C)c2)ccc1Cl | i | i | i | 3 | -2 | i | i | i | i | -9 | i
CCOC(=O)COc1ccc2nsnc2c1Cl | i | i | i | 1 | -1 | i | i | i | i | -10 | i
Cc1ccccc1N1CCN(CC(=O)NCc2ccc(Cl)cc2)CC1 | i | i | i | 3 | 7 | i | i | i | i | -4 | i
CCc1ccc(CN/C=C/C(=O)c2ccc(Br)cc2)cc1 | i | i | i | 0 | 3 | i | i | i | i | -4 | i
COC(=O)c1cc2c(C)nn(-c3ccccc3)c2s1 | i | i | i | -11 | -7 | i | i | i | i | -13 | i
COc1ccc(S(=O)(=O)Nc2ccc(O)c(Sc3ncn[nH]3)c2)cc1 | i | i | i | -3 | 1 | i | i | i | i | 0 | i
Cc1ccc(-n2nc3c(N4CCC(C(=O)N5CCC(C(N)=O)CC5)CC4)nnc(C)c3c2C)cc1 | i | i | i | -1 | -5 | i | i | i | i | -10 | i
C/C(=N/OC(=O)C1CC12CCC2)c1ccc(Br)cc1 (stereo not given) | i | i | i | -7 | -1 | i | i | i | i | -10 | i
CC(NC(=O)c1cn(C(C)c2ccccc2F)nn1)c1ccncc1 (stereo not given) | i | i | i | -3 | -6 | i | i | i | i | -11 | i
COc1ccc2cc(C#N)c(Cl)nc2c1 | i | i | i | 8 | -6 | i | i | i | i | -11 | i
O=C(O)c1cccc(Cn2cccn2)c1 | i | i | i | -10 | 6 | i | i | i | i | -4 | i
Cc1ccc(CSCCNC(=O)c2ccc(N(C)S(=O)(=O)c3ccccc3)cc2)cc1 | i | i | i | -14 | 4 | i | i | i | i | -17 | i
Cc1ccc2nc(SCC(=O)Nc3ccc(F)c([N+](=O)[O-])c3)[nH]c2c1 | i | i | i | 2 | 7 | i | i | i | i | -11 | i
NNC(=O)c1ccc(COc2cccc3cccnc23)cc1 | i | i | i | -7 | 2 | i | i | i | i | -5 | i
Cc1ccc(CN(c2ccc(C(=O)Nc3cccnc3)cc2)S(C)(=O)=O)cc1 | i | i | i | -7 | 4 | i | i | i | i | -9 | i
CCC(C)(C)c1ccc(Oc2cccc(C(=O)O)c2)cc1 | i | i | i | 12 | -2 | i | i | i | i | -5 | i

Arranged by molar mass (highest first): three of the compounds above.
SMILES | RGS4 pot | KCNQ1 act | TMEM16A act | SKKanGAS inh | HDAC3 inh | ANO1 block | KCNQ1 block | KCNK3 block | KCNK9 inh | hERG rescue | RGS4 block
CC(=O)N1c2ccc(S(=O)(=O)NCCC(=O)Nc3ccc(OC(F)(F)F)cc3)cc2CC1C (stereo not given) | i | i | i | -11 | 8 | i | i | i | i | -17 | i
Cc1ccc2nc(SCC(=O)Nc3ccc(F)c([N+](=O)[O-])c3)[nH]c2c1 | i | i | i | 2 | 7 | i | i | i | i | -11 | i
CCOc1cc(S(=O)(=O)Nc2cc(C)cc(C)c2)ccc1Cl | i | i | i | 3 | -2 | i | i | i | i | -9 | i

(list continues)
SMILES | RGS4 pot | KCNQ1 act | TMEM16A act | SKKanGAS inh | HDAC3 inh | ANO1 block | KCNQ1 block | KCNK3 block | KCNK9 inh | hERG rescue | RGS4 block
Cc1cc(C)nc(-n2nc(C)c(Oc3ccccc3O)c2C)n1 | i | i | i | 5 | ? | i | i | i | i | -4 | i
O=C(CCCSc1nc(-c2ccco2)cc(C(F)(F)F)n1)NCC1CCCO1 (stereo not given) | i | i | i | 0 | 11 | i | i | i | i | -12 | i
CCOC(=O)c1ccc(-n2c(C)ccc2C)cc1 | i | i | i | 9 | 7 | i | i | i | i | -9 | i
CC1CN(C(=O)c2cc(S(=O)(=O)N(C)c3ccc(F)cc3)ccc2Cl)CC(C)O1 (stereo not given) | i | i | i | -3 | -2 | i | i | i | i | -5 | i
COc1ccc(S(N)(=O)=O)cc1C(=O)N(C)CC(=O)Nc1ccc(N2CCOCC2)cc1 | i | i | i | -10 | 3 | i | i | i | i | -8 | i
O=c1[nH]c2ccsc2c(=O)n1CCO | i | i | i | 0 | -1 | i | i | i | i | -4 | i
CC(C)=CCN1CCN(Cc2nc(C(C)C)cs2)CC1CCO (stereo not given) | i | i | i | -4 | -2 | i | i | i | i | -9 | i
CCN1C(=O)/C(=C2\C=Cc3ccccc3N2CC)OC1=S | i | i | i | -3 | 1 | i | i | i | i | -5 | i
CCOc1cc(/C=C2\N=C(C)OC2=O)cc(Br)c1OCC(=O)OC | i | i | i | -12 | 18 | i | i | i | i | -13 | i
Cc1ccc(S(=O)(=O)NCCC(=O)N2CCCCCCC2)cc1C | i | i | i | · | -2 | i | i | i | i | -16 | i
COc1ccc(-c2c(-c3cc(OC)c(OC)c(OC)c3)noc2C)cn1 | i | i | i | -3 | 5 | i | i | i | i | 1 | i
c1ccc(-c2noc(CN3CCCC(OCc4ccccn4)C3)n2)cc1 (stereo not given) | i | i | i | -6 | 1 | i | i | i | i | -12 | i
